# Bioassay records from PubChem BioAssay.
# PDI inh = PDI (human) enzyme inhibition; P07237; PDI insulin aggregation turbidity, A650, 90 min; inhibition, % at 10 µM; 0.052% of 350,000 active;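 active = mean inhibition across replicates of 30% or more, whatever share of single replicates reach that level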;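 note: absorbance from insulin aggregation driven by PDI reduction with DTT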
# Target sequence (P07237 whole entry, looked up): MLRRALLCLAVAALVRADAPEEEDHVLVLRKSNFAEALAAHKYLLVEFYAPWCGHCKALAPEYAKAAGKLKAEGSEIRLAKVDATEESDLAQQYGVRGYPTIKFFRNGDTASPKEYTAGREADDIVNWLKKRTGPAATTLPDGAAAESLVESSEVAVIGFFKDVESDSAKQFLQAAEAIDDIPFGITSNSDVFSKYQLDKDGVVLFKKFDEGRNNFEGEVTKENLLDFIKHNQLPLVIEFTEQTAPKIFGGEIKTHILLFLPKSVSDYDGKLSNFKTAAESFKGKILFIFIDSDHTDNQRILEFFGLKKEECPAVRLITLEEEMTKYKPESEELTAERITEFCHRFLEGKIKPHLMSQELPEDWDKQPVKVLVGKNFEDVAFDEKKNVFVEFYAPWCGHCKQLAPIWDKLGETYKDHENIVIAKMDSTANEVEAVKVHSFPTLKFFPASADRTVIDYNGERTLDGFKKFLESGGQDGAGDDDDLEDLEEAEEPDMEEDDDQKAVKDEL
# aDG glyco act = alpha-DG glycosylation activation | Pro5-aDG cells, alpha-DG glycosylation AlphaScreen (IIH6); 0% Pro5, 100% B10-LARGE cell signal | activation, % at 10 µM | 0.22% of 360,000 active | AID 624168;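 active = activation of at least 8% versus controls, or a plate z-score of at least 8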;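 note: Pro5 are CHO cells carrying HIG-tagged alpha-DG that lacks glycosylation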
# NR2E3 ag-1 = activates human photoreceptor nuclear receptor NR2E3 | GST-NR2E3/biotin-RetCOR TR-FRET, 1536-well | 0.12% of 320,000 active | Q9Y5X4 | inhibition of corepressor binding, % at 4.78 µM | AID 2300;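 active = percent inhibition above the cutoff of mean plus 3 SD of all tested compounds, set per screening campaign, cut at about 20% in these data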;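 note: 0% = DMSO wells and 100% = biotin wells as full block of FRET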
# Target sequence (Q9Y5X4 whole entry, looked up): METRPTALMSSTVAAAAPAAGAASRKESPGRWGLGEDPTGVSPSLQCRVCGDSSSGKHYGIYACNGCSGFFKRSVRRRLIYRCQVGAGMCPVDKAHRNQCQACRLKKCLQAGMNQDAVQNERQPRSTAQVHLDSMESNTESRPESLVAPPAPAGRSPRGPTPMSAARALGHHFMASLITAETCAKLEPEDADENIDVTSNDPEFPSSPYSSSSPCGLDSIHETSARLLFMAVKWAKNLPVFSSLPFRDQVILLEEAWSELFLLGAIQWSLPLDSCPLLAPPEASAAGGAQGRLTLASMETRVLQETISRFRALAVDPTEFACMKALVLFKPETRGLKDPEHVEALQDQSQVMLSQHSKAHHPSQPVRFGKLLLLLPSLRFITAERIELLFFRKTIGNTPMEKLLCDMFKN
#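 System: GST-tagged NR2E3 plus biotinylated RetCOR corepressor; Buffer or medium: pH 7.5 Tris-based buffer; Probe or stimulus: RetCOR corepressor, biotinylated, 7 nM; Doses: compound at 4.8 µM, single dose; Schedule: 5 h incubation at 4 °C; Technique: time-resolved FRET; Evaluation: percent inhibition of TR-FRET ratio; Replication: one well per compound, singlicate testing.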
# NR2E3 ag-2 = activates human NR2E3 receptor. Q9Y5X4. CHO-S Gal4-NCOR/VP16-NR2E3 two-hybrid, luciferase. inhibition of corepressor binding, % at 3.98 µM. 0.35% of 360,000 active. AID 602229;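 active = inhibition above the mean of all tested compounds plus 3 SD, cut at about 70% in these data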;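 note: 0% = DMSO with NR2E3 transfected cells and 100% = cells lacking NR2E3 construct; higher means lower luciferase signal from less NR2E3 corepressor binding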
# Peg3 prom inh = inhibitors of Peg3 promoter; HeLa PEG-Prom luciferase reporter, luminescence, overnight; inhibition, % at 20 µM; 1.7% of 360,000 active; AID 588405;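 active = inhibition of at least 50% at 20 µM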
# Vif imaging = blocks HIV Vif function; inhibition, % at 7.49 µM; AID 602346; 0.35% of 340,000 active; HEK293T cells, Vif self-association by quenched fluorescence, imaging, 24 h; in the data active = inhibition above about 50%, passing the limit was not always enough; note: some results filed as inactive read as strong as hits
# hiPSC survival = enhancers of human iPSC single-cell survival; hiPSC single-cell survival, ATPlite luminescence; 100% = ROCK inhibitor wells, 0% = DMSO; survival enhancement, % at 20 µM; 0.044% of 360,000 active; AID 602274; in the data active = survival enhancement above about 18%;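 note: cells exposed to compounds for 16 hours before the ATP read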
# MITF TRPM1 inh = reduces MITF-dependent TRPM1 promoter luciferase signal. SK-MEL-5 TRPM1 promoter luciferase, 24 h. inhibition, % at 12.5 µM. 0.83% of 330,000 active;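 active = mean inhibition across replicates of 60% or more, whatever share of single replicates reaches that level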; note: values of inactives mirror those of a sister screen read the other way
# Exocytosis inh = lytic granule exocytosis inhibition; inhibition, % at 10 µM; AID 651702; TALL-104 LAMP-1 surface exposure, flow cytometry; cells stimulated with thapsigargin and PMA; 0.66% of 360,000 active;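 active = inhibition above about 55%, limit read from the data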
# CaV13 ICDI inh = Primary screen for inhibitors of IQ motif and Ca2+-dependent inactivation inhibitor domain binding in CACNA1D, Förster resonance energy transfer in living cells, … | inhibition, % at 12.3 µM | 0.098% of 340,000 active | AID 743397 | HEK cells, CFP/YFP FRET ICDI-IQ, plate reader, 10 min; percent FRET-ratio fall versus neutral wells;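 active = mean replicate inhibition of at least 30% and at least 1% of replicates passing that level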;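 note: 0% = median of the neutral control wells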
# HIF-2a block = HIF-2a inhibition; 786-0 RCC cells HIF-2a reporter, luciferase luminescence, overnight; inhibition, % at 18.8 µM; 0.72% of 360,000 active; AID 624352;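 active = inhibition of the luminescence signal of 40% or more relative to plate controls, in a single-dose primary screen at 18.75 µM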
# Active calls of the source: *; · = no result given. Hits appear at their usual frequency; 3.5% or so of the library scored in one or more.
Compound,PDI inh,aDG glyco act,NR2E3 ag-1,NR2E3 ag-2,Peg3 prom inh,Vif imaging,hiPSC survival,MITF TRPM1 inh,Exocytosis inh,CaV13 ICDI inh,HIF-2a block
COc1ccc(C(=O)Nc2ccc(NC(=O)c3ccco3)c(Cl)c2)cc1OC,3,-0.2,0,-18,-13,-2,-0.8,-10,0,·,-42
COC(=O)C1=NNC2(c3ccc(Cl)cc3)C(=O)N(c3ccccc3)C(=O)C12 (configuration not stated),-3,-0.1,1,29,-9,-8,-1.5,9,-2,-14,-51
C=CCNC(=S)NCc1cccnc1,8,-0.2,-2,0,-14,-1,-0.7,3,-5,-2,4
COc1ccc(/C=N/NC(=O)c2ccncc2)c(C(=O)O)c1OC,2,0.0,0,10,15,4,0.5,-6,-4,2,14
CCOC(=O)/C=c1\s/c(=C\c2ccc(-c3ccccc3)cc2)c(=O)n1CC(=O)NCc1ccc2c(c1)OCO2,-4,-0.1,-4,-19,39,-17,-1.6,7,-2,-4,19
Cc1ccc(S(=O)(=O)Nc2ccc(O)c3ncccc23)cc1,·,0.6,1,-43,17,11,-1.0,51,1,-16,20
CCCCCN(C(=O)CCC(=O)OCc1cc(C)ccc1C)c1c(N)n(CCCC)c(=O)[nH]c1=O,-1,0.0,-3,-32,1,-15,0.3,2,0,-6,16
CCCCN1C(=O)CC2CCOC21C (configuration not stated),-49,0.0,·,-3,-2,·,0.0,·,-6,-10,2
Cc1cccc(C(=O)Nc2oc(-c3ccccc3)cc2C#N)c1,0,0.1,1,-3,-8,-6,1.2,3,0,-7,-61
C#CCOCCOCCOCCNc1nc(N2CCN(C(=O)[C@H](Cc3ccc(O)cc3)n3cc(C(N)CC(C)C)nn3)CC2)nc(N2CCN(C(=O)[C@H](CCC(=O)O)n3cc(C(N)[C@H](C)CC)nn3)CC2)n1 (some centres not stated),12,-0.1,6,-7,-9,-2,0.7,6,2,·,10
S=c1[nH]nc(CNc2ccc(Cl)cc2)n1Cc1ccccc1,-3,-0.1,3,-19,5,-1,-1.2,6,-1,0,5
O=C(Cc1ccc(-n2cccc2)cc1)NCc1ccccc1Cl,6,-0.1,1,-39,33,5,4.4,7,12,-4,-6
Cn1c(=O)n(C)c2cc(NS(=O)(=O)c3ccc4c(c3)CCCC4)ccc21,-8,2.6,1,66,4,-8,0.2,4,-1,-9,-18
CCOC(=O)c1c(NC(=O)CSc2nnc(Cc3ccccc3)o2)sc(C)c1C,9,0.1,-1,7,-10,-12,4.5,16,-1,·,5
CCc1noc(C)c1C(=O)N(CC)CC(=O)Nc1cc(Cl)ccc1C,0,-0.3,0,-4,3,-1,1.3,-11,5,-6,2
CC(C)(C)Nc1nc(OCC(F)(F)F)nc(OCC(F)(F)F)n1,-4,-0.1,-1,8,-18,28,-3.1,-8,1,-2,-27
Cc1nc(SCC2(C)CC2(Cl)Cl)n[nH]1 (configuration not stated),1,0.1,5,-15,7,3,0.6,-5,4,-4,4
COC(=O)C(C)Sc1nnc(-c2ccncc2)o1 (configuration not stated),2,-0.1,5,-20,7,12,1.0,-1,-1,-5,3
COc1cc(CCCN2CCNC[C@H]2Cc2ccc(O)cc2)cc(OC)c1OC,16,0.1,-3,1,4,-4,1.2,-6,-7,-12,-3
Cc1cccc(C(=O)NNC(=O)c2ccccc2O)c1,-28,0.5,-3,-41,-135,-2,0.0,-38,-6,-2,-166
Cc1nn(CC(=O)NCCCc2ccccc2)c(=O)c2cccn12,-4,-0.1,2,4,0,-6,-0.3,-4,-1,·,8
CCn1c(=O)c([N+](=O)[O-])c(NCC2CCCO2)c2ccccc21 (configuration not stated),3,-0.1,2,-3,14,5,-0.7,13,-11,-15,18
Cc1ccc(-n2c(SCC(=O)NCc3ccc4c(c3)OCO4)nnc2-c2cccnc2)c(C)c1,-19,0.3,·,-6,10,·,-0.9,-18,0,-5,8
Cc1cccc(Cn2nc(C(C)(C)C)cc2C(=O)Nc2ccc(F)cc2)c1,5,0.1,1,17,33,-7,-0.7,2,56*,-4,-29
O=C1NC(=Nc2ccccc2)SC1Cc1ccccc1 (configuration not stated),1,0.2,-1,-22,-13,-14,-1.6,-5,-4,-6,-45
CN(CC(=O)Nc1ccccc1C(F)(F)F)C(=O)c1ccccc1Sc1ccccc1C#N,7,1.8,-1,16,18,-1,-0.5,13,10,-2,13
C[C@H]1CN([C@@H](C)CO)S(=O)(=O)c2ccc(Br)cc2O[C@@H]1CN(C)Cc1ccccc1,1,0.1,·,-13,27,6,1.4,·,3,-10,-4
O=C(NCC1CCCO1)c1cc2nc(-c3ccco3)cc(C(F)(F)Cl)n2n1 (configuration not stated),9,-0.1,2,-13,-9,-2,1.9,-9,1,-8,12
Cc1cc(C)nc(SCc2cn3c(C)cccc3n2)n1,1,0.0,2,16,9,-4,-0.6,·,1,-13,-2
CSCCC(NC(=O)c1ccco1)C(=O)Nc1ccc(C)cn1 (configuration not stated),7,0.0,-2,-5,-90,6,0.4,-10,1,-6,-93
CCOc1cc(S(=O)(=O)n2ccc(C)n2)ccc1Br,1,0.1,-2,-27,8,-1,-1.2,-10,-9,-4,6
C=CCNC(=S)/C(=C(/[O-])c1ccccc1Br)[n+]1ccccc1,-14,-0.1,1,18,-6,3,-0.4,-2,0,-4,13
COc1ccc(S(=O)(=O)Nc2cccc3c2O[C@H](CN(C)Cc2ccc(Cl)c(Cl)c2)[C@@H](C)CN([C@H](C)CO)C3=O)cc1,2,1.3,·,-4,22,4,0.0,-8,0,-6,8
CCN(CC(=O)Nc1ccc(NC(C)=O)cc1)C(=O)C1CC1,0,0.0,·,4,17,0,-0.1,·,-11,-5,5
O=S(=O)(c1ccc(S(=O)(=O)N2CCN3CCCC3C2)cc1)N1CCCC1 (configuration not stated),2,0.9,-2,15,4,4,-0.5,5,0,-7,-3
COc1ccc(-n2c(CN3CCOCC3)nc3ccc([N+](=O)[O-])cc3c2=O)c(OC)c1,9,-0.1,-2,-26,19,-12,0.4,·,-16,-5,-8
Cc1ccc(-c2nnc(CSc3nc4cc5c(cc4cc3C)OCO5)o2)cc1,0,0.2,-2,4,-14,-5,-0.4,0,2,-3,-16
CCCCN(C)CCC(=O)Nc1ccc(F)c(F)c1,2,-0.2,1,-10,8,1,-1.5,10,-2,-4,3
Oc1ccc(Cn2ccnc2)c2cccnc12,-8,0.5,-2,-6,9,2,0.5,-1,-1,-5,22
CC(=O)OCC12COC3c4ccccc4OC(C)(CC1C)C3C2C (configuration not stated),-3,0.1,-1,-2,19,9,-0.1,4,2,-19,16

# Three compounds from above, ordered by the number in Vif imaging, smallest number first:
smiles,PDI inh,aDG glyco act,NR2E3 ag-1,NR2E3 ag-2,Peg3 prom inh,Vif imaging,MITF TRPM1 inh,Exocytosis inh,CaV13 ICDI inh,HIF-2a block
Cc1cccc(Cn2nc(C(C)(C)C)cc2C(=O)Nc2ccc(F)cc2)c1,5,0.1,1,17,33,-7,2,56*,-4,-29
C=CCNC(=S)/C(=C(/[O-])c1ccccc1Br)[n+]1ccccc1,-14,-0.1,1,18,-6,3,-2,0,-4,13
COc1ccc(S(=O)(=O)Nc2cccc3c2O[C@H](CN(C)Cc2ccc(Cl)c(Cl)c2)[C@@H](C)CN([C@H](C)CO)C3=O)cc1,2,1.3,·,-4,22,4,-8,0,-6,8

# Next entries follow:
Compound,PDI inh,aDG glyco act,NR2E3 ag-1,NR2E3 ag-2,Peg3 prom inh,Vif imaging,hiPSC survival,MITF TRPM1 inh,Exocytosis inh,CaV13 ICDI inh,HIF-2a block
O=C(CSC1=NS(=O)(=O)c2cc(Cl)ccc2N1)Nc1ccccc1F,-2,0.2,0,-14,3,-1,2.1,-4,2,-6,3
COC(=O)c1ccc(NC(=S)NC(=O)c2c(-c3ccccc3)noc2C)cc1,-3,-0.1,-3,-17,-18,6,-0.2,1,-14,-7,1
COc1ccc(-c2nnnn2C)cc1S(=O)(=O)Nc1ccc(C)cc1C,1,0.0,-2,-7,7,-2,-0.5,0,-1,·,8
O=C(CS(=O)(=O)c1ccccc1)N1CCN(c2ccccc2)CC1,-9,0.1,-4,-22,-46,-3,-0.1,-18,-2,·,-62
Cc1cc(C)c(NC(=O)Cn2c([N+](=O)[O-])cnc2C)c(C)c1,-1,0.2,1,-1,16,-11,1.1,-10,-3,-6,20
CC1CC(OCC(O)C[N+]2(C)CCOCC2)CC(C)(C)C1 (configuration not stated),-1,0.3,1,-30,10,-5,-1.9,-3,-3,-4,13
COc1ccc(N/C(=N/c2nc(C)cc(C)n2)NC(=O)Nc2ccc(Cl)c(Cl)c2)c(OC)c1,-7,-0.4,0,-29,-2,-2,1.5,-6,-3,-6,18
O=C(COc1ccc2c3c(c(=O)oc2c1)CCCC3)NCCCn1ccnc1,1,-0.2,1,2,-10,-7,0.0,-12,-1,-6,-8
COc1ccc(C(=O)OCC(=O)Nc2ccc(OC)c(S(=O)(=O)N3CCCCC3)c2)cc1[N+](=O)[O-],-6,-0.3,·,4,8,4,0.7,-3,1,-7,9
Cc1ccc2nc(Cl)c(C#N)cc2c1,-7,0.1,3,-27,-27,0,1.3,-26,4,-6,-11
CNC(=O)COc1coc(CN2CCN(c3ccccc3OC)CC2)cc1=O,-5,0.2,2,-29,-7,0,-0.3,-1,6,-2,6
O=C(/C=C/c1c(Cl)nc2ccccn12)N1CCCCC1,1,-0.5,2,-24,-81,3,1.0,-27,-3,-6,-104
Cc1ccc(OCC(=O)NNC(=O)c2ccc3c(=O)n4c(nc3c2)CCC4)cc1,-2,0.4,-1,-31,-20,·,-0.1,-7,0,-16,14
O=S(=O)(c1ccc2ccccc2c1)N1CCN(C2CCN(Cc3ccccc3)CC2)CC1,-1,0.9,-1,17,27,7,-1.0,14,2,-9,5
CC(C)CNC(=O)c1cc(-c2ccc3c(c2)OCO3)on1,1,-0.2,-4,-132,-153,-12,-0.3,·,-4,-18,-137
O=S(=O)(Nc1ccc2c(c1)OCCO2)c1cnc[nH]1,-2,-0.1,3,-11,-7,-3,-0.5,12,-2,·,16
COc1cc2c(cc1OC)C(c1cc(OC)c(OC)cc1[N+](=O)[O-])N(C(C)=O)CC2 (configuration not stated),8,-0.1,4,-36,16,7,1.5,-3,-9,-14,2
CCOc1cc(/C=C/c2ccc3cccc([N+](=O)[O-])c3n2)cc(Cl)c1O,10,-0.4,-1,-17,1,-2,2.7,2,-1,-5,-12
Cc1c(C)[n+](=O)c(-c2cccs2)c(C)n1[O-],-1,5.2,1,-26,16,13,0.8,2,-1,1,0
COc1cc2c(C#Cc3cccnc3)c(-c3ccsc3)oc(=O)c2cc1OC,-62,0.8,·,-33,21,-1,1.9,1,10,-10,-13
COC(=O)C1(C(F)(F)F)N=C(C(F)(F)F)Nc2ccc(Cl)cc21 (configuration not stated),-3,0.1,-5,18,25,-6,0.2,2,1,-18,18
